High-throughput results: PubChem BioAssay, several laboratories
14-3-3 Bad inh = inhibitors of 14-3-3 zeta/Bad binding, primary screen, biochemical, TR-FRET, bovine 14-3-3 zeta. TR-FRET 14-3-3zeta/Dy647-pBad peptide displacement, 1 h. inhibition, % at 21.7 µM. 0.71% of 220,000 active;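 active means inhibition above about 70%, limit read from the data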;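 further: 0% = full 14-3-3 plus peptide FRET controls and 100% = background without 14-3-3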
NPY-Y1 antag = NPY-Y1 receptor antagonists, primary screen, cell-based. HEK293-CNG Y1 cells, membrane potential fluorescence; NPY at EC95, then isoproterenol. inhibition, % at 3.6 µM. 1% of 200,000 active;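 active means inhibition above the campaign mean inhibition of all tested compounds plus 3 SD, cut at about 20% in these data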;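 further: 0% = DMSO wells given NPY plus isoproterenol and 100% = isoproterenol alone without NPY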
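Test system – HEK293 Y1/CNG channel cell line · Also added – NPY agonist 25 nM, then isoproterenol 1 µM plus Ro 20-1724 25 µM · Compound dosing – one concentration, 3.6 µM, in 0.4% DMSO · Schedule – compound incubation 1 h at room temperature, readout 45 min post-stimulation · Technique – fluorescence, membrane potential probe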
PPC-1+TRAIL kill = compounds killing PPC-1 cancer cells with TRAIL present, primary screen, TRAIL potentiator project, ATPLite luminescence, uHTS; PPC-1 cells + TRAIL, ATPLite viability luminescence; cell killing (% activity), % at 4 µM; 0.41% of 220,000 active; AID 1443, 2008;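 active means cell killing above 50% in the first pass at 4 µM, then a duplicate retest at 5 µM averaging 50% or more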;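 further: plate controls were cells with TRAIL plus DMSO for no effect and medium-only wells lacking cells for full effect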
EP2 antag = human EP2 receptor antagonists, primary screen, TR-FRET cAMP, C6 glioma cells; Prostaglandin E2 receptor EP2 subtype (Homo sapiens), P43116; C6 glioma cells expressing human EP2; cells stimulated with saturating PGE2; inhibition, % at 25 µM; 0.52% of 260,000 active;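 active means percent inhibition above 40 after rounding to a whole number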;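 further: rat C6 glioma host cells with rolipram phosphodiesterase inhibitor present; the protocol text gives 20 µM as final concentration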
Target sequence (P43116 whole entry, looked up): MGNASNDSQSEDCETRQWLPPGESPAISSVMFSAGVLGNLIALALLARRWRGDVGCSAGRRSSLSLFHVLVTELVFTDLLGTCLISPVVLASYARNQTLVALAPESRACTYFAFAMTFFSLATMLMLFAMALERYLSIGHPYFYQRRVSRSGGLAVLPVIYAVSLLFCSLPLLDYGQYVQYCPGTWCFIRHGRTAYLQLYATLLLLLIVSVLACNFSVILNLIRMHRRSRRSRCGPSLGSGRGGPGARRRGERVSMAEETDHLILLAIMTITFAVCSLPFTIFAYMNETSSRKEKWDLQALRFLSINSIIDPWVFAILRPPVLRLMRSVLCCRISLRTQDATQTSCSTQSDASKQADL
NPY1 pot ag = NPY-Y1 receptor potentiators or agonists, primary screen, cell-based | NPY-Y1 expressing cells, potentiator/agonist activation | activation, % at 3.6 µM | 0.37% of 220,000 active | AID 1304, 2008; in the data active means activation above about 33%, passing the limit was not always enough;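 further: cells stimulated with NPY at EC10 then isoproterenol at EC100; 0% = low agonist plus stimulus and 100% = saturating agonist plus stimulus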
TRPML3 ag = human TRPML3 channel agonists, primary screen, cell-based, HEK293 TRPML3-YFP, Fluo-8 calcium fluorescence, 3 µM | Mucolipin-3 (Homo sapiens), Q8TDD5 | 0.29% of 220,000 active | activation, % at 3 µM | AID 1448, 2008 | 100% = the carbachol control signal;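 active means activation above its plate's cutoff, the mean activation of the plate's test wells plus 3 SD, cut at about 12% in these data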;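 further: 0% = DMSO only wells and 100% = carbachol wells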
Target sequence (Q8TDD5 whole entry, looked up): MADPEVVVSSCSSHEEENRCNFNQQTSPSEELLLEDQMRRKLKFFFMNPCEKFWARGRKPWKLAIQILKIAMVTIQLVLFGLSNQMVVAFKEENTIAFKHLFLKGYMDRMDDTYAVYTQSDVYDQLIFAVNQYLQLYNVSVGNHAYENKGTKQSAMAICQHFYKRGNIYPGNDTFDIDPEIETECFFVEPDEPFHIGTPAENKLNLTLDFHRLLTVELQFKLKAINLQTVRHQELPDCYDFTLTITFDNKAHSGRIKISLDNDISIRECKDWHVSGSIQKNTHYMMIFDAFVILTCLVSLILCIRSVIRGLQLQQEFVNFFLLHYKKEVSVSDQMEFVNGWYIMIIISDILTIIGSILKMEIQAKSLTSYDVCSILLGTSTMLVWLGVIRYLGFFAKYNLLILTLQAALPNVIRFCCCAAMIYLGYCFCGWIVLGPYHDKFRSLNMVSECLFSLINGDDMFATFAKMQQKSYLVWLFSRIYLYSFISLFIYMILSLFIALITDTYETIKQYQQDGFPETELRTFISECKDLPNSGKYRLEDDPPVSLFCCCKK
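Test system: TRPML3-YFP stable HEK293 cells. Doses: single point at 3 µM. Incubation: dye loading 1 h 37 °C then 30 min ambient, 125 s read. Signal: Fluo-8 calcium dye fluorescence, ex 470-495, em 515-575 nm. Measure: percent activation from peak-to-basal fluorescence ratio, scaled between DMSO and carbachol.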
CHOP inh = inhibitors of CHOP promoter induction, primary screen, cell-based, unfolded protein response, luciferase reporter; 3.8% of 220,000 active; CHO-K1 CHOP-promoter luciferase, tunicamycin-induced, 15-18 h; AID 2732, 2010; inhibition, % at 10 µM;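 active means compounds that reduced the stress-induced luciferase reporter signal by more than about 70% of percent inhibition, limit read from the data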;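 further: 0% = tunicamycin plus vehicle and 100% = wells without tunicamycin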
zfTRPN1 agonist = zebrafish TRPN1 channel agonists, primary screen, cell-based, HEK293, calcium fluorescence; HEK293 zebrafish TRPN1-YFP, Fluo-8 calcium fluorescence; 100% = response to 87 µM carbachol; transient receptor potential cation channel N1 (TRPN1/NompC), Danio rerio; activation, % at 3 µM; 0.18% of 220,000 active;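 active means activation above its plate's cutoff, the mean activation of test wells on that plate plus 3 SD, cut at about 19% in these data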;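 further: 0% = DMSO alone and 100% = 87 µM carbachol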
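Material – zebrafish TRPN1-YFP in HEK293 cells · Doses – 3 µM single point · Schedule – dye 1 h 37 °C plus 30 min RT · Signal – Fluo-8 calcium fluorescence, excitation 470-495 nm, emission 515-575 nm · Read-out – % activation versus carbachol response · Control set – carbachol high, DMSO low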
EP2 modulator = EP2 receptor modulators, cAMP readout, primary screen, cell-based, HTRF cAMP, PGE2 stimulation | AID 940, 2007 | Prostaglandin E2 receptor EP2 subtype (Homo sapiens), P43116 | induction, % at 25 µM | EP2-expressing cells, cAMP HTRF FRET, PGE2 co-stimulation | 0.83% of 260,000 active;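 active means compounds whose cAMP rise, as percent of the full-agonist control response, exceeds 60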;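 further: rat C6 glioma line stably carrying human EP2 under a CMV promoter; the protocol text gives 20 µM as final concentration; 100% = response of wells given 1 µM PGE2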
* hit, by the source's call; · = no result given; & = joins results of further samples; [ ] = remark or other dose.

Screens in order – zfTRPN1 agonist	TRPML3 ag	NPY-Y1 antag	PPC-1+TRAIL kill	EP2 antag	NPY1 pot ag	14-3-3 Bad inh	EP2 modulator	CHOP inh
[1] COc1ccc(Cc2nnc(Nc3ccc(C)cc3C)[nH]c2=O)cc1
  0.0	-0.1	2	21	11	-26	16	15	-3
[2] O=C(N/N=C1\CCSc2ccc(F)cc21)c1cccnc1
  1.9	0.0	-3	20	11	12	-15	-2	2
[3] CC(C)C(=O)NC(NC(=S)Nc1cccc2cccnc12)C(Cl)(Cl)Cl (centres undefined)
  -0.5	0.2	-2	10	5	12	-3	-15	-4
[4] O=C(NCc1cc(C(F)(F)F)cc(C(F)(F)F)c1)C1CC(c2c(Cl)cccc2Cl)=NO1 (centres undefined)
  -0.9	-0.3	7	-1	18	-4	13	48	51
[5] CN1CCN(C(=O)c2ccc(CN3CCOCC3)cc2)CC1
  -0.6	0.9	-3	-4	8	21	-10	7	15
[6] O=C(Nc1ccccn1)NC12CC3CC(CC(C3)C1)C2
  -0.1	0.4	10	-16	5&9	24	3	-34&-64	61
[7] CCOC(=O)c1c(C)nc2c(c1-c1cc(OC)c(OC)c(OC)c1)C(=O)c1ccccc1-2
  -1.6	-0.3	7	8	2	-10	1	16	-38
[8] Cn1c(=O)c2c(SCc3cccc(C(F)(F)F)c3)nc(-c3ccco3)nc2n(C)c1=O
  0.1	0.7	0	10	1	9	6	18	41
[9] Cc1nn(-c2ncc(C(F)(F)F)cc2Cl)c(=O)n1-c1ccccc1Cl
  -1.4	0.3	-6	-11	·	13	-14	-8	9
[10] CC(C(=O)N1CCCC1)c1ccc([N+](=O)[O-])cc1 (centres undefined)
  -0.5	0.1	4	20	6	-1	1	14	14
[11] CC(=O)Nc1ccc(NC(=O)COC(=O)c2ccccn2)cc1
  -0.6	0.8	6	14	0	-2	0	6	-6
[12] COc1ccc(S(=O)(=O)Nc2ccccc2OC)cc1NC(=O)Cc1cccs1
  -0.1	0.1	1	3	4	4	-2	-22	26
[13] COc1cc(SC)ccc1C(=O)N1CCN(c2ccccc2)CC1
  -0.2	0.4	1	18	8	-1	0	-78	24
[14] N=c1n(-c2ccccc2)c(O)cc(=O)n1-c1ccccc1
  -0.4	-0.9	0	15	5	-7	-1[fluorescence artefact?]	12	1
[15] Cc1ccc(CN(C)CC(=O)Nc2ccc3c(c2)CCC3)cc1
  -1.5	-0.2	6	0	6	-16	5	-48	-25
[16] Nc1ccc2c3c(cccc13)C(=O)N(c1ccccc1)C2=O
  125*	111*	-3	-16	8	26	-15	14	17
[17] Cc1nc(N)nc(Cl)c1Cc1ccc(Cl)cc1
  0.4	0.2	4	22	8	-9	0	12	5
[18] CCCCC1(C(=O)OCC)CC(CSC(=N)N)OC1=O (centres undefined)
  -0.1	0.3	6	13	7	16	-2	6	3
[19] O=C1CC(c2ccccc2)n2nc(NC(=O)c3ccccn3)nc2N1 (centres undefined)
  -0.3	-0.1	3	25	18	7	13[fluorescence artefact?]	8	22
[20] CCCCN(CCCC)S(=O)(=O)c1ccc(OC)c2ncccc12
  -1.5	-1.0	1	-14	8	-8	-7	15	15

The closing three compounds of the part before come first, to join the parts:
Screens in order – zfTRPN1 agonist	TRPML3 ag	NPY-Y1 antag	PPC-1+TRAIL kill	EP2 antag	NPY1 pot ag	14-3-3 Bad inh	EP2 modulator	CHOP inh
[18] CCCCC1(C(=O)OCC)CC(CSC(=N)N)OC1=O (centres undefined)
  -0.1	0.3	6	13	7	16	-2	6	3
[19] O=C1CC(c2ccccc2)n2nc(NC(=O)c3ccccn3)nc2N1 (centres undefined)
  -0.3	-0.1	3	25	18	7	13[fluorescence artefact?]	8	22
[20] CCCCN(CCCC)S(=O)(=O)c1ccc(OC)c2ncccc12
  -1.5	-1.0	1	-14	8	-8	-7	15	15
[21] Cc1cc2c(n1-c1ccc(Br)cc1)CC(C)(C)CC2=O
  -1.9	-1.5	1	-6	8	7	-8	17	15
[22] N#CC1=C(Nc2ccccc2)SC=C(c2ccc(Cl)c(Cl)c2)N=C1N1CCOCC1
  -0.2	0.0	25*	38	·	-26	-1	-5	-23
[23] CCOc1ccc(-n2c(Cc3cc(=O)[nH]c(=O)[nH]3)nnc2SCC)cc1
  3.1	0.2	-3	22	1	5	-1	-19	-11
[24] COc1ccc(NC(=O)Nc2ccc(F)cc2F)cc1
  3.8	2.4	-5	19	4	17	-16	-21	-20
[25] COc1ccccc1Oc1ccc(N/C=C2/CCCC2=O)cc1
  -1.6	0.4	0	24	8	-2	-13	8	19
[26] OCCN1CNC(=S)NC1
  0.3	0.4	·	7	10	-7	-7	2	7
[27] CCOc1cc(CNc2ccc(OC)cc2)cc(Br)c1OCC(=O)NC(C)(C)C
  -0.8	-1.1	7	18	7	4	-21	1	36
[28] Cc1ccc2nc(Nc3ccccc3O)nc(-c3ccccc3)c2c1
  -0.5	0.8	2	-12	3	13	52	22	86*
[29] COc1ccccc1/C=N/NC(=O)c1ccccc1Cl
  0.3	0.9	1	-3	4	-1	3	-61	-13
[30] C=CCNCCOc1ccccc1-c1ccccc1
  -0.7	0.5	16	36	9	-24	-9	19	14
[31] O=C(O)CSc1nnc(CNc2cccc(C(F)(F)F)c2)n1Cc1ccco1
  0.9	0.7	4	8	6	-25	-15	20	4
[32] Nc1ccccc1NC(=O)c1ccccc1N
  0.3	0.2	-3	10	9	-5	-6	6	-6
[33] CCOc1ccccc1Nc1ncccc1C(=O)N1CCCC1
  -1.3	0.3	-2	7	8	-11	-17	-13	-14
[34] Cc1c(NC(=O)C2(c3ccccc3)CCOCC2)c(=O)n(-c2ccccc2)n1C
  1.4	0.5	2	17	17	16	-17[fluorescence artefact?]	19	-10
[35] O=C(CSc1nnc(-c2cccc(S(=O)(=O)N3CCCCC3)c2)o1)c1ccc[nH]1
  0.7	-0.6	2	-7	10	18	4	-27	-2
[36] CCOc1ccc(N=C2NC(=O)S/C2=C\c2ccc(N(C)C)cc2)cc1
  2.7	0.9	-4	-5	·	6	13	-16	10
[37] Cc1ccc(C)c(OCC(=O)Nc2cc(C(=O)O)cc(C(=O)O)c2)c1
  -0.8	-0.8	1	21	4	12	2	11	4
[38] c1ccc(-c2noc(-c3cccc4ccccc34)n2)nc1
  -2.0	-0.6	5	-22	7	1	-2	8	44
[39] COc1ccc(/C(C)=N\NC(=O)C(c2ccncc2)N2CCOCC2)cc1 (centres undefined)
  0.7	1.0	·	15	2	1	-2	34	11
[40] COc1ccc(/C=C2\SC(=O)N(CC(=O)NCCC(C)C)C2=O)cc1OC
  -0.6	-0.3	·	15	12	18	-3	-35	2

Next entries follow:
Screens in order – zfTRPN1 agonist	TRPML3 ag	NPY-Y1 antag	PPC-1+TRAIL kill	EP2 antag	NPY1 pot ag	14-3-3 Bad inh	EP2 modulator	CHOP inh
[41] CSc1cccc(NC(=O)C(C)C)c1
  0.3	0.0	1	24	8	0	3	-15	12
[42] Cc1ccc(NC(=O)c2cc(C(C)(C)C)nn2Cc2ccccc2)cc1
  -1.5	-0.8	·	13	20	-7	-1	16	24
[43] Cn1c(N)c(C(=O)COC(=O)CN2C(=O)c3ccccc3C2=O)c(=O)n(C)c1=O
  0.2	0.2	-5	-4	8	6	5[fluorescence artefact?]	5	3
[44] CCOC(=O)C1=C(O)C(=O)N(Cc2cccnc2)C1c1ccc(OC)cc1 (centres undefined)
  0.6	0.7	-1	-1	9	13	-8	18	-3
[45] O=C(/C=C/c1ccco1)Nc1scc(-c2ccccc2)c1C(=O)O
  1.7	0.5	·	48	10	8	24	-29	9
[46] CC(C)CN(C(=O)CN1CCOCC1)c1c(N)n(CC(C)C)c(=O)[nH]c1=O
  1.9	1.1	-4	11	7	10	2[fluorescence artefact?]	14	8
[47] Cc1nc(-c2cc(-c3nc(-c4ccc(C(F)(F)F)cc4)no3)no2)cs1
  1.2	0.7	·	-3	3	-18	3	-3	-2
[48] NS(=O)(=O)c1ccc(NC(=S)NC(=O)c2ccc(-c3ccccc3)cc2)cc1
  -2.4	-0.1	9	13	7	18	60	-13	-9
[49] COc1cccc(CNCc2ccc(SC)cc2)c1OC
  0.2	0.8	1	4	18	4	8	-19	37
[50] Cc1[nH]c(=O)[nH]c(=O)c1S(=O)(=O)NCC12CC3CC(CC(C3)C1)C2
  -1.1	1.2	-4	-7	6	8	2[fluorescence artefact?]	10	14
[51] COc1cccc(-c2cc(C(=O)N3CCCCC3C)no2)c1 (centres undefined)
  0.5	0.2	9	29	·	1	4	11	-13
[52] COC(=O)c1cc2c(ccn2-c2ccc(F)cc2)n1CC(=O)OC(C)C
  -1.1	-0.1	15	16	12	-11	-5	-35	-4
[53] CC1CN=C2C(C(=O)Nc3ccccc3)=C(O)CC(c3ccccc3)N21 (centres undefined)
  -1.1	-0.3	-1	23	10	26	-4	40	5
[54] Cc1c(Nc2nc(-c3cccc([N+](=O)[O-])c3)cs2)c(=O)n(-c2ccccc2)n1C
  0.8	0.6	3	-20	4	13	88*	-5	16
[55] Fc1ccccc1C(c1nnnn1Cc1ccc2c(c1)OCO2)N1CCN(Cc2ccco2)CC1 (centres undefined)
  1.1	1.5	3	16	8	10	15	-4	27
[56] COc1ccc(N(CC(=O)N2CCc3ccccc32)S(=O)(=O)c2c(C)n[nH]c2C)cc1
  -1.5	-0.9	-4	1	6	0	3	7	16
[57] CCc1ccc(-c2cc(C(=O)Nn3cnnc3)c3ccccc3n2)cc1
  0.1	0.4	-1	97*[5 µM]	14	-25	3	17	8
[58] Cc1sc2c(c1C)c(=O)n(-c1ccc(Cl)cc1)c(=O)n2Cc1cc(=O)n2ccccc2n1
  1.1	-0.1	2	20	9	14	-8	-4	4
[59] O=C(c1cnsn1)N1CCC(CO)(Cc2cccc(F)c2)CC1
  0.9	1.1	-2	0	3	8	-10	-6	25
[60] O=C(Nc1ccc2c(c1)CCC2)c1ccccc1F
  -1.6	-0.3	4	6	7	-5	5	-23	24
[61] C=CCn1c(CNC(=O)c2ccccc2F)nnc1SCc1nc2ccccc2c(=O)[nH]1
  -0.2	1.0	-2	-4	2	20	-25	12	11
[62] CCOc1cc(N2CCOCC2)c(OCC)cc1NC(=O)COC(=O)c1cc2ccccc2cc1O
  0.9	0.9	12	-6	9	-23	0	19	39
[63] COc1cc(C2=NOC(C(=O)NCc3ccccn3)C2)cc(OC)c1OC (centres undefined)
  -1.1	1.3	8	16	1	-15	-7	-16	20

These rows are one share of the data; rates above refer to the full screens.
